CBFb RUNX1 block = inhibitors of human CBF-beta and RUNX1 interaction. Q01196+Q13951. AlphaScreen CBFb-His/RUNX1-biotin binding, biochemical. Potency, µM (series often up to 59.8 µM), without a hit: at the top dose activity, negative = inhibition, hits mostly inhibitors. 230,000 tested, under 10 active; note: % of control where 0% means no effect
Target sequence (Q01196 whole entry, looked up): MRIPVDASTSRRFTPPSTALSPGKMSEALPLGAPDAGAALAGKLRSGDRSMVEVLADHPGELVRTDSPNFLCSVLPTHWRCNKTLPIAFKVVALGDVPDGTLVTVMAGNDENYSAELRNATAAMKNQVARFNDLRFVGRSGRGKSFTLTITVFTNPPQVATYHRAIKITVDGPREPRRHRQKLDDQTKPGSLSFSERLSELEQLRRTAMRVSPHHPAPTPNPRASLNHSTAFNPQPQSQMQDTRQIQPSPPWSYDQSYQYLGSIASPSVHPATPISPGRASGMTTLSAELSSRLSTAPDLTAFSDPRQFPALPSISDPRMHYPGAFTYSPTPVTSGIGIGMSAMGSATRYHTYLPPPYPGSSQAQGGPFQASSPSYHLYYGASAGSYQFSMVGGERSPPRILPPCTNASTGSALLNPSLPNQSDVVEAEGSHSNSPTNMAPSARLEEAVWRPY
Target sequence (Q13951 whole entry, looked up): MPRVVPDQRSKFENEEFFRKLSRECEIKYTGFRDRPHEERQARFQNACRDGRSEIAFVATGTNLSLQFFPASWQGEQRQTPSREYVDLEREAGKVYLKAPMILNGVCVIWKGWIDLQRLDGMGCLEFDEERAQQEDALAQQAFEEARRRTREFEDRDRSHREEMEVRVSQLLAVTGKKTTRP
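Inhibition was taken as any reduction in AlphaScreen signal from the CBF-beta–RUNX1 pair (His and biotin tags, 30 nM each), measured after compound (15 min) and bead (90 min) incubations at room temperature.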
NPSR antag = blocks cAMP signaling of the human neuropeptide S receptor; hit rate 1% among 220,000; Potency, µM (highest dose often 38.3 µM), without a hit: at the top dose activity change, negative = inhibition, most hits filed as inhibitors; CHO-NPSR cells, cAMP TR-FRET, antagonist mode; note: potency is the fitted concentration of half-maximal effect; % is set by controls: 0 for no effect and ±100 for the full control effect; nearly all actives have a fitted effect of over 50% in size; many of its hits are not listed in these tables
Target sequence (Q6W5P4 whole entry, looked up): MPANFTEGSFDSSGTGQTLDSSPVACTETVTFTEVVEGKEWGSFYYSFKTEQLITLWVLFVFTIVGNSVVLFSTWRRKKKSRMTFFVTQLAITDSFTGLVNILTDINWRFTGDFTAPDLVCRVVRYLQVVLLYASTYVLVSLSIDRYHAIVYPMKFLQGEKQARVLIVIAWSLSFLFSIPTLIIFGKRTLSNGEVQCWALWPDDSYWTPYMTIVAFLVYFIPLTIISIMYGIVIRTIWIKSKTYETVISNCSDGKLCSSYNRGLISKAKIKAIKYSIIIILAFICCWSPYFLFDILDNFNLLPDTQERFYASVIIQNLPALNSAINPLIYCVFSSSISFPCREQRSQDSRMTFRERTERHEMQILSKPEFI
KinaseGlo FLuc = blocks Kinase-Glo luciferase, a counter-screen artifact. Q27757. Kinase-Glo luciferase, ATP luminescence, 8 min. Potency, µM (top dose mostly 38.3 µM), for the others: at the top dose activity change, negative = inhibition, actives largely listed as inhibitors. hit rate 0.28% among 200,000. AID 1379; note: potency is the fitted concentration of half-maximal effect; % is set by controls: 0 for no effect and ±100 for the full control effect; nearly all actives have a fitted effect of over 60% in size
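Luminescence was the read-out, taken after 8-minute incubation at ambient temperature. Luciferase turned over luciferin with 10 uM ATP in imidazole pH 7.2 buffer containing KCl, MgCl2, Tween 20 and BSA.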
Lamin A splicing = changes lamin A minigene splicing in HeLa cells | HeLa LMNA splicing GFP/RFP minigene ratio, 48 h | Potency, µM (doses to about 46.1 µM), without a hit: top-dose ratio change, negative = inhibition, actives largely listed as inhibitors | hit rate 0.01% among 200,000; active = well fitted inhibition curve with a large enough effect in the signal ratio, with a control signal flat, not every such curve was filed as active; inconclusive = small, poorly fitted or top-dose-only effect, or effect the other way, or a change in a side signal; the % refers to the signal ratio; note: potency is the fitted concentration of half-maximal effect; % is set by controls: 0 for no effect and ±100 for the full control effect
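S3 HeLa cells stably expressing lamin A-EGFP splicing minigene plus DsRed2, 600 cells/well, 48 h compound exposure at 37C. Laser-scanning cytometry; analysed as GFP (500-530 nm)/RFP (575-640 nm) total intensity ratio; 0.5% DMSO vehicle.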
IMPase Li inh = membrane-permeable IMPase blocker, potentiated with lithium; AID 1457; CHO-M1 cells, IP1 TR-FRET (IP-One), carbachol + lithium; hit rate 0.35% among 210,000; Potency, µM (highest dose often 59.4 µM), for inactives: top-dose activity, negative = IMPase inhibition, actives largely listed as inhibitors;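 note: IP1 builds up when IMPase is blocked and the TR-FRET signal falls; potency is the fitted concentration of half-maximal effect; plate controls were basal vehicle for no effect and high inhibitor control for full effect; nearly all actives have a fitted effect of over 50% in size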
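Test compounds were applied to CHO-M1 cells previously cultured for 16–30 h at 2000 per well. A small lithium amount accompanied them; after 30 min at 37C, IP1 was quantified by TR-FRET.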
HttQ103 aggreg = reduces HttQ103-GFP aggregates in PC12 cells; PC12 HttQ103-GFP aggregates, Acumen cytometry, 40 h; hit rate 1.1% among 220,000; Potency, µM (titrated, usually from 46.1 µM), for inactives: top-dose activity change, negative = inhibition, most hits filed as inhibitors; note: potency is the fitted concentration of half-maximal effect; % is set by controls: 0 for no effect and ±100 for the full control effect; nearly all actives have a fitted effect of over 60% in size
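Multiplexed with ATP-based cell death, this channel scores GFP aggregates in PC12 cells expressing inducible HTTex1-Q103-GFP. Induction used 100 nM tebufenozide; compounds were tested in concentration series.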
Epigenetic derep = derepresses silenced GFP reporter in murine cells; Potency, µM (top dose mostly 53.9 µM), for inactives: top-dose GFP activation, hits mostly activators; hit rate 0.2% among 280,000; murine LDR cells, GFP reporter derepression, 30 h; AID 1865; note: potency is the fitted concentration of half-maximal effect; % of control where 0% means no effect; nearly all actives have a fitted effect of over 60% in size
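Readout is the number of GFP-expressing murine LDR cells, counted by cytometry following washing. Cells were treated with compound for 30 h at 37 C; the stably integrated CMV-GFP locus is normally silent.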
The depositor's hits bear a star; u = inconclusive; x = not tested or not shown; & = joins results of further samples; [ ] = another dose, or the depositor's remark. Unless noted, calls come from the whole dose curve; as a rule, active = well fitted curve in the direction sought with a large enough effect; inconclusive = small, poorly fitted or top-dose-only effect, or another doubt; inactive = no such curve, though single readings can be large; an effect the other way counts as inactive or inconclusive. Not all compounds are listed; count on the stated rates, not on these rows.

The line under a structure holds: CBFb RUNX1 block	NPSR antag	KinaseGlo FLuc	Lamin A splicing	IMPase Li inh	HttQ103 aggreg	Epigenetic derep
> CCOC(=O)c1cc2c(C(F)(F)F)cc(-c3cccnc3)nc2o1
→ 17%	-2%[46.1 µM]	-5%	2%	-23%[38.3 µM]	-9%	2.6%
> COc1ccc(OC)c(NC(=O)C2CCCN(S(=O)(=O)c3cccc4nsnc34)C2)c1 (configuration not stated)
→ -7%	-11%[46.1 µM]	-3%	16%[0.0737 µM]	6%[38.3 µM]	-2%	-0.9%
> Cc1c(Cl)cccc1NC(=O)C1CCCCC1
→ 6%	-16%	-3%	5%[46 µM]	9%	21%[9.22 µM]	1.0%
> CSc1ccc(C(=O)C2CCCN(S(=O)(=O)N(C)C)C2)cc1 (configuration not stated)
→ 7%	-4%	0%	u	8%	-3%[9.22 µM]	-8.7%
> O=C(N/N=C/c1c(O)n(-c2ccc(Cl)cn2)c(=O)c2ccccc12)c1ccncc1
→ 11%	-4%	2%	-13%	5%	7%	0.0%
> Cc1noc(C)c1S(=O)(=O)N1CCN(c2ccccc2)CC1
→ -11%	-6%[46.1 µM]	3%	-4%	4%[38.3 µM]	u	-1.9%
> COc1cc(NC(=O)C2CC2C)c(C(=O)O)cc1OC (configuration not stated)
→ 4%	-6%[46.1 µM]	0%	24%	18%[38.3 µM]	-2%	0.8%
> CCCC(=O)c1c(NCCO)cc(C)oc1=O
→ -2%	35%	4%	x	-13%	4%	1.2%
> COc1cc(C2=NOC(C(=O)N3CCCc4ccccc43)C2)cc(OC)c1OC (configuration not stated)
→ 3%	-25%[46.1 µM]	8%	-4%	14%[38.3 µM]	-1%	1.1%
> CCC(C)NC(=O)c1ccc(C(=O)c2ccccc2)cc1 (configuration not stated)
→ 3%	-10%	1%	7%[46 µM]	13%	-19%	-1.9%
> O=C(c1ccco1)N1CCN(CCOc2ccccc2)CC1
→ -3%	4%	x	-23%[46 µM]	x	12%[9.22 µM]	7.6%
> O=C(COC(=O)c1ccco1)Nc1ccc2c(c1)OCCO2
→ 8%	6%[46.1 µM]	-10%	u	-15%[38.3 µM]	14%[9.22 µM]	-3.9%
> CCOC(=O)c1[nH]c2ccc(OC)cc2c1NC(=O)CN1CCN(c2ccccn2)CC1
→ 13%	0%[46.1 µM]	-2%	-7%	-4%	1%	3.5%
> COc1ccc(S(=O)(=O)N(C)C)cc1NC(=O)CSc1nc(N)cc(N)n1
→ -3%	5%	x	u	x	1%[9.22 µM]	2.2%
> Cc1ccc(NC(=O)c2sccc2SCc2cccc(C(F)(F)F)c2)cc1
→ 16%	-20%[46.1 µM]	0%	11%	24%[38.3 µM]	2%	-1.1%
> COCC(C)n1c(SCC(=O)N2CCc3ccccc3C2)nc2ccccc2c1=O (configuration not stated)
→ -2%	-2%	0%	u	6%	u	-1.3%
> O=C(c1cc(C(=O)c2ccco2)cc(C(=O)c2ccco2)c1)c1ccco1
→ -11%	-1%	-1%	-6%	-18%	-5%	4.5%
> CCOC(=O)C1=NN(C(=O)c2ccc(OC)cc2)C(O)(c2ccc(Cl)cc2)C1 (configuration not stated)
→ -21%	-31%	-2%	0%	5%	5%	2.0%
> CCn1c(SCC(=O)c2ccc3c(c2)OCCO3)nnc1C(C)C
→ 6%	-1%[46.1 µM]	0%	1%	5%[38.3 µM]	12%[9.22 µM]	0.5%
> Cc1ccccc1/C=C/C1=NCCN1
→ 20%	2%[46.1 µM]	-5%	u	5%	x	-2.2%
> Cc1nn(C(=O)c2ccccc2)c2c1C(=O)CC(C)(C)C2
→ 12%	-11%[46.1 µM]	1%	-5%	8%[38.3 µM]	u	-11%
> CCOC(=O)c1nc(N)sc1C(=O)OCC
→ -5%	-4%[46.1 µM]	-4%	3%	-6%[38.3 µM]	-5%	-0.9%
> C=CCNc1nnnc2c1sc1nc(N3CCOCC3)c3c(c12)CCCC3
→ 8%	1%	x	x	x	-17%[9.22 µM]	11%
> Cc1nc(C)c(C(=O)N/N=C/c2cc(Br)ccc2O)s1
→ 3%	4%	x	x	x	1.3µM*	-1.1%
> CC(=O)N1CCN(c2ccc(NC(=O)c3ccccc3Br)cc2Cl)CC1
→ 2%	9%[46.1 µM]	0%	-2%	0%	-8%	0.0%
> COc1cc(CNC(C)C)c(Br)cc1OC1CCCC1
→ 1%	15%	0%	u	-3%	7%	4.8%
> Cc1ccc(Sc2c([N+](=O)[O-])c(C)nn2C)cc1
→ 8%	17%	x	u	x	0%[9.22 µM]	3.3%
> O=c1[nH]c2ccccc2cc1-c1nnn(-c2ccc(F)cc2)n1
→ -4%	4%	x	x	-30%	8%[9.22 µM]	0.0%
> CC1=CC(=C2C(=O)c3ccccc3C2=O)C=C(C)N1Cc1ccco1
→ -11%	-30%[46.1 µM]	-6%	-15%	15%[38.3 µM]	-4%	4.9%
> COc1ccc(-c2[nH]nc3oc(=O)cc(C)c23)cc1
→ -4%	-2%[46.1 µM]	-3%	9%	-27%[38.3 µM]	23%	-0.9%

Next section, overlapping the part above by two compounds.
The line under a structure holds: CBFb RUNX1 block	NPSR antag	KinaseGlo FLuc	Lamin A splicing	IMPase Li inh	HttQ103 aggreg	Epigenetic derep
> CC1=CC(=C2C(=O)c3ccccc3C2=O)C=C(C)N1Cc1ccco1
→ -11%	-30%[46.1 µM]	-6%	-15%	15%[38.3 µM]	-4%	4.9%
> COc1ccc(-c2[nH]nc3oc(=O)cc(C)c23)cc1
→ -4%	-2%[46.1 µM]	-3%	9%	-27%[38.3 µM]	23%	-0.9%
> CCCn1c2ccccc2c2cc(C(=O)O)ccc21
→ 3%	16%[46.1 µM]	4%	-4%	15%[38.3 µM]	-7%	1.7%
> Cc1ccc(/C=C/C(=O)N2CCC(Cc3ccccc3)CC2)cc1
→ 9%	-3%	-5%	u	7%	-17%	0.0%
> Cc1[nH]n(-c2ccccc2)c(=O)c1CCOC(=O)c1ccc(C(F)(F)F)cc1
→ 2%	-10%[46.1 µM]	0%	10%	8%[38.3 µM]	6%	0.0%
> Cc1c(C(=O)Nn2cnnc2)oc2ccccc12
→ 4%	3%[46.1 µM]	-18%	0%	15%[38.3 µM]	-22%	0.0%
> COCCNC(=O)CCc1c(C)nc2c(-c3ccc(F)cc3)c(C)nn2c1C
→ 3%	u	-1%	-1%	-3%[38.3 µM]	-7%	-1.1%&-0.2%
> CCn1c(=NC(=O)c2cccc(N3C(=O)CCC3=O)c2)sc2c(OC)ccc(OC)c21
→ 7%	u	x	x	11%	1%[9.22 µM]	1.1%
> O=C(O)Cc1csc2ccccc12
→ 2%	10%[46.1 µM]	4%	4%	4%[38.3 µM]	-10%	2.4%
> COCCNC(=O)c1c(NC(=O)c2nc(SC)ncc2Cl)sc2c1CCCC2
→ 6%	-7%[46.1 µM]	6%	3%	2%	13%	-1.1%
> CCCc1[nH]nc2c1C(c1ccncc1)C(C#N)=C(N)O2 (configuration not stated)
→ -15%	-5%[46.1 µM]	-2%	12%	-8%[38.3 µM]	-8%	-1.1%
> COC(=O)Nc1nc(-c2cc(Cl)ccc2Cl)cs1
→ 10%	-17%	1%	3%[46 µM]	6%	-11%	-0.4%
> CN(C)c1ccc(C(=O)OCC(=O)N2CCCCCC2)cc1
→ -4%	-6%	0%	19%[46 µM]	7%	-3%	2.1%
> CC(=O)Oc1ccc(C(=O)OCC(=O)c2c(N)n(C)c(=O)n(C)c2=O)cc1OC(C)=O
→ -4%	7%	1%	-7%[46 µM]	19%	18%	-2.5%
> COc1ccc(C(=O)C2CCCN(Cc3cn[nH]c3-c3ccccc3)C2)cc1OC (configuration not stated)
→ -19%	-6%	-3%	x	7%	10%[9.22 µM]	3.1%
> COc1cc(OC)cc(C(=O)NCC(=O)OCC(=O)N2CCc3ccccc32)c1
→ 5%	2%	1%	-4%[46 µM]	12%	u	11%
> Cc1cccc(C)c1Nc1oc(-c2ccccc2)nc1-c1ccccc1
→ u	x	-4%	x	23%	x	11%
> CCCc1nnc(SCC(=O)N(CC)CC)n1CC1CCCO1 (configuration not stated)
→ 1%	16%	0%	6%[46 µM]	-2%	-17%	-1.1%
> CSCCC1NC(=O)N(CC(=O)N2N=C(c3ccc(Cl)cc3)CC2c2ccco2)C1=O (configuration not stated)
→ 4%	-23%	-3%	x	-2%	-21%	-1.8%
> COc1ccc(/C=C/C(=O)NCC(=O)N/N=C/c2ccc(OC)cc2)cc1
→ -3%	-4%	2%	x	9%	-6%	1.3%
> COC(=O)C(C)Sc1ccc2nnc(CCNS(=O)(=O)c3ccc(C)cc3)n2n1 (configuration not stated)
→ 0%	-15%	-2%	12%[46 µM]	-1%	17%	-2.9%&-2.9%
> C/C(N)=C(/C#N)C(=O)COC(=O)CSc1ccc2ccccc2c1
→ 2%	-3%[46.1 µM]	0%	6%	-26%[38.3 µM]	-8%[9.22 µM]	-1.6%
> O=C(c1cc(C2CC2)nc2ccccc12)N1N=C(C(F)F)CC1(O)C(F)F (configuration not stated)
→ -2%	-23%	7%	-8%	1%	3%	-1.0%
> COc1ccc(C2=NNC(c3ccco3)=Nc3ccc(F)cc32)cc1
→ -10%	-23%	0%	21%[46 µM]	19%	x	0.0%
> O=C1COc2ccc(C(=O)COC(=O)C3CC(O)CN3S(=O)(=O)c3ccc(Cl)cc3)cc2N1 (configuration not stated)
→ 1%	2%	5%	-23%[46 µM]	8%	10%	-0.2%
> CCCCC(NC(C)=O)c1nc2ccccc2n1CCCC (configuration not stated)
→ 7%	-13%[46.1 µM]	0%	u	11%[38.3 µM]	-20%	0.0%
> O=P(O)(CN1CCCCCC1)CN1CCCCCC1
→ 5%	-3%[46.1 µM]	-2%	-1%	22%[38.3 µM]	-5%	1.8%
> CCC(/C=C/C(C)C1CCC2C3CC=C4CC(O)CC[C@@]4(C)C3CC[C@@]12C)C(C)C (some centres not stated)
→ x	x	-1%	-3%	-4%	x	-0.5%
> O=C(O)c1csc(Br)c1Br
→ -3%	3%[46.1 µM]	3%	5%	-13%[38.3 µM]	-16%	3.6%
> CCCCC(=O)Nc1cccc(NC(=O)CC)c1
→ 0%	14%[46.1 µM]	0%	-4%	17%[38.3 µM]	19%	0.0%
> N#CC(c1ccc(Cl)cc1)c1ccc(Cl)nn1 (configuration not stated)
→ -2%	-14%[46.1 µM]	1%	-11%	-8%[38.3 µM]	-10%[9.22 µM]	-1.3%
> C=CCc1cc(OC)ccc1OCCN(C)Cc1ccccc1
→ 10%	-31%	-2%	x	19%	6%	0.4%
> CCn1c(SCC(=O)Nc2ccccc2OC)nc(O)cc1=O
→ 4%	-8%	x	x	x	-22%[9.22 µM]	0.0%

Source: PubChem
